Scp1 inh – inhibitors of human Scp-1 phosphatase. Q9GZU7. Recombinant Scp1, phosphopeptide, malachite green phosphate absorbance. inhibition, % at 20 µM. 0.88% of 340,000 active. AID 493091;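 active means inhibition above about 50% at 20 µM, limit read from the data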;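 further: plate controls were DMSO wells with enzyme for no effect and wells lacking enzyme for full effect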
Target sequence (Q9GZU7 76-261 limits assumed): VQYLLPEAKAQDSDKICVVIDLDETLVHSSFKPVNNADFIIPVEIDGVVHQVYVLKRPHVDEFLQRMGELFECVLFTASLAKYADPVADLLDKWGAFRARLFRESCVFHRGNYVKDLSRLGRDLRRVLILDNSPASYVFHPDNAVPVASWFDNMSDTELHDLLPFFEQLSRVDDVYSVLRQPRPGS
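Test system: SCP-1 catalytic domain; Buffer or medium: Acidic Tris acetate buffer with magnesium and detergent; Also added: Phosphorylated 17-residue peptide substrate; Compound: single 20 µM dose, 1% DMSO; Schedule: enzyme reaction 45 min at room temperature, colour 5 min, stabilisation 30 min; Signal: Phosphate-binding colour reagent, absorbance read at 630 nm.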
DNMT1 inh – blocks human DNA methyltransferase DNMT1; P26358; DNMT1 molecular beacon, Hinp1I cleavage, fluorescence; inhibition (reported as % activation of signal), % at 10 µM; 0.83% of 360,000 active; in the data active means inhibition above about 50%
TbMetRS inhib – blocks T. brucei methionyl-tRNA synthetase activity; AID 624268; purified T. brucei MetRS, ATP depletion, Kinase-Glo luminescence; 0.4% of 360,000 active; inhibition, % at 11.9 µM;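 active means inhibition above a per-plate cutoff of the control wells' mean inhibition plus 3 SD, cut at about 5.5% in these data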;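 further: 0% = DMSO wells median and 100% = median of wells with control inhibitor compound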
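Material: T. brucei methionyl-tRNA synthetase, purified; reagent: substrates ATP, L-methionine and bulk Escherichia coli tRNA; dosing: 11.9 µM single point; timing: 15 min plus 2 h at 25 °C; detection: luminescence of leftover ATP; evaluation: % inhibition; control set: DMSO-only wells as low control; replicates: singlicate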
STEP inh – blocks human striatal-enriched tyrosine phosphatase; recombinant STEP, OMFP fluorogenic substrate, fluorescence; inhibition, % at 20 µM; 0.25% of 360,000 active; AID 588621;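 active means inhibition at 20 µM, scaled per plate between control wells, above about 37%, limit read from the data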;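 further: 0% = DMSO with enzyme and substrate and 100% = substrate only without enzyme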
Target sequence (P54829 whole entry, looked up): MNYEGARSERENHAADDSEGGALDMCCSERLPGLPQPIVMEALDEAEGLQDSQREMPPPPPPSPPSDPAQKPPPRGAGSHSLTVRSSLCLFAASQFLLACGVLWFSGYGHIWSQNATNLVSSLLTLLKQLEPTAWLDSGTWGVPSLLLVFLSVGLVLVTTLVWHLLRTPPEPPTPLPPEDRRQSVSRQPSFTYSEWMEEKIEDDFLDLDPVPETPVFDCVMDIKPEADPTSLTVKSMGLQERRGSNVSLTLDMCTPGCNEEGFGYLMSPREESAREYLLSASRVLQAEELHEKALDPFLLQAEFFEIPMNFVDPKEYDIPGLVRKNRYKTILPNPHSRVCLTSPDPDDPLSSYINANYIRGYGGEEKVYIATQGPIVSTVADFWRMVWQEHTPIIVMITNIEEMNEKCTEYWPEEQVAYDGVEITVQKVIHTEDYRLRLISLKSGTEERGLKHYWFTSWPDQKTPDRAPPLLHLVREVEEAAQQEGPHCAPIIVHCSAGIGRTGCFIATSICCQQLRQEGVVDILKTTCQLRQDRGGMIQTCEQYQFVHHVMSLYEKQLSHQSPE
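material = STEP tyrosine phosphatase | reagent = fluorogenic phosphatase substrate OMFP at 25 µM final | doses = single compound dose of 20 µM, 1% DMSO final | schedule = 20 min reaction, room temperature, in the dark | measured by = fluorescence, 480/540 nm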
MsrA inh – inhibits bovine methionine sulfoxide reductase A; purified bovine MsrA, absorbance read-out; inhibition, % at 15.5 µM; 0.75% of 360,000 active; in the data active means inhibition above about 4.5%;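 further: 0% = vehicle wells with enzyme and 100% = reference inhibitor wells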
NRP1-CendR mod – alters CendR peptide binding to human NRP-1. O14786. FAM-RPARPAR peptide binding to NRP-1, fluorescence polarization. inhibition, % at 25 µM. 0.85% of 360,000 active. AID 602438;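 active means inhibition or corrected inhibition above about 18%, plus a signal ratio from 0.5 to 1.5, limit read from the data, passing the limit was not always enough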; further: strong numbers were not always called active
MsrA act – activators of bovine methionine sulfoxide reductase A. purified bovine MsrA, absorbance read-out. activation, % at 10.6 µM. 0.3% of 360,000 active. AID 602163; in the data active means activation above about 7.5%;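 further: 0% = vehicle and 100% = reference activator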
E coli Lon inh – E. coli protease La inhibition. P0A9M0. purified E. coli Lon protease, fluorescence polarization. inhibition, % at 7.94 µM. 0.42% of 360,000 active. AID 602123; in the data active means inhibition above about 13%, passing the limit was not always enough;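 further: 0% = enzyme with probe and DMSO and 100% = no enzyme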
LMPTP inh – blocks human LMPTP phosphatase | P24666 | recombinant LMPTP-A, OMFP fluorogenic substrate, fluorescence intensity | inhibition, % at 20 µM | 0.22% of 360,000 active;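 active means compounds that cut the enzyme signal by at least half of the control window in the single-dose screen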;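 further: plate controls were DMSO wells with enzyme plus substrate for no effect and substrate without enzyme for full effect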
Target sequence (P24666 whole entry, looked up): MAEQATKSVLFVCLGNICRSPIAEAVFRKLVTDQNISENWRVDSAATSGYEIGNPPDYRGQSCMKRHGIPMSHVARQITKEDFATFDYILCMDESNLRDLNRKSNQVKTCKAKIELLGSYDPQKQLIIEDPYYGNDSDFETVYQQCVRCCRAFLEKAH
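Test system – LMPTP-A enzyme · Amount – LMPTP-A at 0.625 nM final in the reaction · Buffer or medium – Bis-Tris pH 6.0, DTT, detergent · Reagent – OMFP 400 µM · Doses – single 20 µM dose · Schedule – reaction 50 min, room temperature, dark · Detection – fluorescence intensity of OMFP turnover product · Evaluation – percent inhibition versus substrate-only and uninhibited controls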
SUMO1-SIM PPI – SUMO1-SIM interaction modulation; P63165; SUMO1 binding to a labelled peptide, TR-FRET, 1 h; inhibition, % at 20 µM; 0.33% of 360,000 active; in the data active means inhibition above about 37%
Target sequence (P63165 whole entry, looked up): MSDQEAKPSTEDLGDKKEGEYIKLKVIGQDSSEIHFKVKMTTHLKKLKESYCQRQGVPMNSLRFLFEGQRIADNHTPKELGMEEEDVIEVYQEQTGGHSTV
Starred values were filed as active, the others as inactive; x = no result given.

SMILES	Scp1 inh	DNMT1 inh	TbMetRS inhib	STEP inh	MsrA inh	NRP1-CendR mod	MsrA act	E coli Lon inh	LMPTP inh	SUMO1-SIM PPI
O=C(CCl)NC(=O)NC12CC3CC(CC(C3)C1)C2	-9	17	0.3	2	-0.7	3	-4	-2	0.1	-7
O=C(c1ccccc1)C1CC=CCC1C(=O)c1ccccc1 (stereo not drawn)	-5	2	-0.6	-1	-0.1	6	-11	-9	1.7	0
CCCCNc1c(-c2ccc(SC(C)CC)c(OC)c2)nc2ccc(C)cn12 (stereo not drawn)	19	-13	-0.1	1	2.7	-2	-1	-2	16	-2
Cc1ccc(N=C2c3ccccc3C(=O)C2[N+](=O)[O-])cc1C (stereo not drawn)	-1	0	-0.8	-3	4.5	-57	-7	4	-0.3	-12
Cc1ccc(C)c2[nH]c(=O)c(CN(CC3CCCO3)C(=O)NC3CCCCC3)cc12 (stereo not drawn)	11	2	-0.1	-2	-0.6	-1	-2	-8	-0.8	-1
CC1CCc2c(sc(/N=C/N(C)C)c2C#N)C1 (stereo not drawn)	9	0	-0.4	-1	1.2	2	-10	-11	0.9	-8
O=C(Nc1ccc(C(=O)NCc2ccccc2)cc1)C1=CSCCO1	-9	-4	-0.6	0	2.0	-5	-3	-5	0.2	-4
CCOC(=O)C1(C)CCN1C(=O)c1ccco1 (stereo not drawn)	x	5	-0.2	2	1.7	-8	-2	-4	0.0	-2
O=C(COC(=O)c1cncc(Br)c1)NC1CC1	7	-2	-0.9	-4	1.3	-2	-9	-2	-0.7	1
NC(=S)n1[nH]c(-c2ccc([N+](=O)[O-])cc2)c(N=Nc2ccc(O)cc2)c1=O	37	28	-1.4	13	0.6	17	-8	-3	21	9
O=C(N/N=C/c1sc(N2CCOCC2)nc1-c1ccccc1)c1cccc(S(=O)(=O)N2CCOCC2)c1	-16	-7	0.2	6	3.5	-129	2	-10	3.1	-6
CC1=C(C(=O)N(C(C)C)C(C)C)CC(CC(=O)NCCCN(C)C)C(=O)N1CCCN1CCCC1=O (stereo not drawn)	x	0	0.1	-1	-1.8	8	-2	-2	-4.5	2
CC1(C)CC(=O)C(C=NCCCn2ccnc2)=C(O)C1	-9	3	-0.4	1	0.4	-4	-4	-10	-6.2	3
COc1ccccc1NC(=O)CCc1nc2ccccc2s1	-7	5	0.0	4	0.3	-2	-2	-8	-0.1	0
Cc1c(C)c(C)c(CN2CCSCC2)c(C)c1C	-11	0	0.2	-3	0.0	-4	-3	3	0.3	-3
C/C(=N/NC(=O)C1COc2ccccc2O1)c1ccco1 (stereo not drawn)	7	6	-1.6	-3	0.2	1	-8	11	-1.3	-5
COCCN(C(=O)COC(=O)COc1ccc(Cl)c(C)c1)c1c(N)n(Cc2ccccc2)c(=O)[nH]c1=O	-1	1	-0.2	-1	-0.9	-11	-3	-11	-1.6	-3
CCOc1cc(S(=O)(=O)n2cnc(C)c2)ccc1Cl	-3	7	0.0	-2	0.5	7	-2	11	-0.9	-2
O=C(O)CCC(=O)Nc1ccc(-c2csc(Nc3cccc4ccccc34)n2)cc1	1	-15	0.0	2	-0.3	-16	-7	6	2.3	4
CC1CCCCC12NC(=O)N(CC(=O)OCc1ccc(Br)cc1)C2=O (stereo not drawn)	-8	-4	0.5	-4	0.2	-10	-1	0	0.7	3
Cc1cc(C)nc(N2CCC(C(=O)NNC(=O)Cc3ccccc3)CC2)n1	-11	-3	0.0	-1	1.2	-9	-4	-8	-0.4	-5
COc1ccc(-c2cc(Nc3ccccc3NC(=O)C(F)(F)F)n(CCC#N)n2)cc1	-2	-2	-0.6	-1	-0.8	-3	-2	-7	-0.3	2
COc1ccc(CCNC(=O)c2ccc(N3CCCC3=O)cc2)cc1OC	-4	-1	-1.0	-1	-0.4	-2	-2	-1	-1.1	1
C=CCNC(=O)c1c(N)n(-c2ccc3c(c2)OCO3)c2nc3ccccc3nc12	-7	5	-1.2	1	0.1	-3	-3	-2	-0.2	-1
O=C(Nc1ccnn1C1CCN(C/C=C/c2ccccc2)CC1)C1CCCC1	-2	-4	-0.5	-1	-1.0	8	0	-9	0.0	-1

Shown field by field: four of the compounds above.
> O=C(Nc1ccnn1C1CCN(C/C=C/c2ccccc2)CC1)C1CCCC1
  Scp1 inh: -2
  DNMT1 inh: -4
  TbMetRS inhib: -0.5
  STEP inh: -1
  MsrA inh: -1.0
  NRP1-CendR mod: 8
  MsrA act: 0
  E coli Lon inh: -9
  LMPTP inh: 0.0
  SUMO1-SIM PPI: -1

> NC(=S)n1[nH]c(-c2ccc([N+](=O)[O-])cc2)c(N=Nc2ccc(O)cc2)c1=O
  Scp1 inh: 37
  DNMT1 inh: 28
  TbMetRS inhib: -1.4
  STEP inh: 13
  MsrA inh: 0.6
  NRP1-CendR mod: 17
  MsrA act: -8
  E coli Lon inh: -3
  LMPTP inh: 21
  SUMO1-SIM PPI: 9

> O=C(COC(=O)c1cncc(Br)c1)NC1CC1
  Scp1 inh: 7
  DNMT1 inh: -2
  TbMetRS inhib: -0.9
  STEP inh: -4
  MsrA inh: 1.3
  NRP1-CendR mod: -2
  MsrA act: -9
  E coli Lon inh: -2
  LMPTP inh: -0.7
  SUMO1-SIM PPI: 1

> Cc1ccc(N=C2c3ccccc3C(=O)C2[N+](=O)[O-])cc1C (stereo not drawn)
  Scp1 inh: -1
  DNMT1 inh: 0
  TbMetRS inhib: -0.8
  STEP inh: -3
  MsrA inh: 4.5
  NRP1-CendR mod: -57
  MsrA act: -7
  E coli Lon inh: 4
  LMPTP inh: -0.3
  SUMO1-SIM PPI: -12

(cont.)
SMILES	Scp1 inh	DNMT1 inh	TbMetRS inhib	STEP inh	MsrA inh	NRP1-CendR mod	MsrA act	E coli Lon inh	LMPTP inh	SUMO1-SIM PPI
COP(=O)(OC)c1nc(-c2cccc3ccccc23)oc1N1CCOCC1	-5	-5	-0.4	1	1.6	2	-3	8	-2.1	-2
O=C(NNC(=S)NC(=O)c1ccc(Br)cc1)c1ccc([N+](=O)[O-])cc1	-2	0	0.6	5	0.0	4	2	-4	0.5	-20
C[C@H](CO)N1C[C@H](C)[C@H](CN(C)C(=O)C2CC2)OCc2cnnn2CCCC1=O	x	6	-1.0	0	1.2	-8	-5	-10	-1.0	3
COc1cccc(NC(=O)CN2CCC(NC(=O)c3ccccc3C)CC2)c1	x	-7	0.9	0	3.3	1	-1	-16	-0.9	6
COC(=O)c1cn(-c2ccc(F)cc2)c(=O)c2ccccc12	-9	0	-0.4	-1	2.8	-3	1	-7	-1.0	-1
O=c1c2[nH]c3ccccc3c2ncn1Cc1ccccn1	-2	2	0.0	0	-0.7	5	-3	-1	0.0	16
CC(NC(=O)CC1CCCCC1)c1ccccc1 (stereo not drawn)	-2	-1	0.0	2	0.3	22	-2	1	0.0	-1
COc1cc(/C=C2/C(=O)NN(c3ccc(C)c(Cl)c3)C2=O)cc([N+](=O)[O-])c1O	61*	39	0.9	86*	2.0	-29	-3	8	2.1	-1
S=C(NCC1CCCO1)N1CCN(c2ccccc2)CC1 (stereo not drawn)	-9	0	-0.2	3	0.2	-3	-2	2	-0.7	0
Cc1ccc(N2CC(C(=O)OCC(=O)Nc3ccccc3F)CC2=O)cc1 (stereo not drawn)	3	10	-0.5	-1	-0.5	4	-14	-9	2.3	1
Cc1ccc(Cl)cc1NS(=O)(=O)c1ccc2oc(=O)ccc2c1	-10	0	0.0	-1	-0.5	-2	0	-3	0.1	1
CCNC(=O)COc1cccc2ccccc12	-7	5	0.2	2	1.0	4	-2	-1	-1.8	2
Cc1ccc(SCCC(=O)Nc2c(C)n(C)n(-c3ccccc3)c2=O)cc1	-3	0	-0.2	-4	-0.6	-9	0	-1	-2.1	-1
c1ccc(-n2ncc3c(NC4CCCCCC4)ncnc32)cc1	1	-4	0.1	-1	-0.3	-1	2	-6	1.2	11
COc1ccc(C(=O)N2CCC(C(=O)N3CCN(Cc4ccccc4)CC3)CC2)cc1	1	-1	-0.4	-2	-1.1	6	-4	6	-0.8	7
CSc1ccccc1OCc1cc(C(=O)NCC(C)(C)N2CCOCC2)no1	-4	2	-0.8	-2	1.2	8	-11	1	-1.0	-3
COc1ccc(O)cc1	4	-4	0.8	0	1.0	1	-2	4	-0.3	2
COc1ccccc1C(=O)CC(=O)C(=O)Nc1cccc([N+](=O)[O-])c1C	-22	2	-0.3	3	0.4	-1	-1	-3	0.4	-7
O=C(O)CCCCCNC(=O)C(=O)C1C(=O)Nc2ccccc21 (stereo not drawn)	-12	0	0.6	1	1.6	-19	-3	-4	-0.4	-3

Scp1 inh, entries above that show a hit
SMILES	Scp1 inh	DNMT1 inh	TbMetRS inhib	STEP inh	MsrA inh	NRP1-CendR mod	MsrA act	E coli Lon inh	LMPTP inh	SUMO1-SIM PPI
COc1cc(/C=C2/C(=O)NN(c3ccc(C)c(Cl)c3)C2=O)cc([N+](=O)[O-])c1O	61*	39	0.9	86*	2.0	-29	-3	8	2.1	-1

In another format: six of the compounds above.
Scp1 inh,DNMT1 inh,TbMetRS inhib,STEP inh,MsrA inh,NRP1-CendR mod,MsrA act,E coli Lon inh,LMPTP inh,SUMO1-SIM PPI,molecule
-2,0,0.6,5,0.0,4,2,-4,0.5,-20,O=C(NNC(=S)NC(=O)c1ccc(Br)cc1)c1ccc([N+](=O)[O-])cc1
-4,2,-0.8,-2,1.2,8,-11,1,-1.0,-3,CSc1ccccc1OCc1cc(C(=O)NCC(C)(C)N2CCOCC2)no1
-5,-5,-0.4,1,1.6,2,-3,8,-2.1,-2,COP(=O)(OC)c1nc(-c2cccc3ccccc23)oc1N1CCOCC1
-10,0,0.0,-1,-0.5,-2,0,-3,0.1,1,Cc1ccc(Cl)cc1NS(=O)(=O)c1ccc2oc(=O)ccc2c1
-7,5,0.2,2,1.0,4,-2,-1,-1.8,2,CCNC(=O)COc1cccc2ccccc12
61*,39,0.9,86*,2.0,-29,-3,8,2.1,-1,COc1cc(/C=C2/C(=O)NN(c3ccc(C)c(Cl)c3)C2=O)cc([N+](=O)[O-])c1O

High-throughput results: PubChem, several laboratories
